# hERG WT inh – KCNH2 (human, wildtype) channel inhibition | activity change, % at 1.84 µM | 340,000 tested, 0.37% active | U2OS, BacMam KCNH2, thallium flux FluxOr; stronger effect = lower value | AID 720551;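 active = maximum activity change below -70%; inconclusive = maximum activity change between -70% and -50%; inactive = maximum activity change above -50%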; note: % is set by controls: 0 for no effect and ±100 for the full control effect
#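 U2OS cells transduced with wild-type KCNH2 virus are loaded with FluxOr dye for 45 min, and thallium flux is measured in kinetic reads before and after stimulation buffer. Rate constants are normalized to DMSO controls.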
# B2AR arrestin – agonists driving beta-arrestin recruitment to human beta2-adrenergic receptor. beta-arrestin recruitment to beta2AR, cell-based reporter. P07550. 330,000 tested, 0.02% active. Potency, µM (doses to about 46.1 µM), without a hit: at the highest dose activation, actives largely listed as activators;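 note: potency is the fitted concentration of half-maximal effect; 0% = DMSO controls and full agonism = EC100 isoproterenol or metaproterenol; nearly all actives have a fitted effect of over 65% in size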
# KCNH2 3.1 inh – KCNH2 3.1 (human) potassium channel inhibition; U2OS KCNH2 3.1, thallium flux FluxOr; stronger effect = lower value; activity change, % (tested at about 1.8 µM); 340,000 tested, 0.95% active; AID 720553;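 active = maximum activity change below -70%; inconclusive = maximum activity change from -70% to -50%; inactive = maximum activity change above -50%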;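 note: thallium influx rate constant from kinetic fluorescence after stimulation buffer; % is set by controls: 0 for no effect and ±100 for the full control effect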
#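 Thallium flux via FluxOr fluorescence (Red40 quencher, 45 min loading) in U2OS cells virally expressing the KCNH2 3.1 isoform (1.77 x 10^8 /mL virus, overnight at 37 C). Rate constants from 2-min kinetic reads post-stimulation, normalised to positive and negative controls.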
# Menin-MLL TR inh – displaces Texas Red mutant MLL peptide from human menin; Potency, µM (doses to about 61.6 µM), for the others: top-dose FP activity change, negative = inhibition, most hits filed as inhibitors; Menin + Texas Red MLL mutant peptide, fluorescence polarization; 270,000 tested, 0.23% active; active = well fitted inhibition curve with a large enough effect in the polarisation, with a control signal flat, not every such curve was filed as active; inconclusive = small, poorly fitted or top-dose-only effect, or effect the other way, or a change in a side signal; inactive = no such curve, though single readings can be large or run the other way; the % refers to the polarisation; note: potency is the fitted concentration of half-maximal effect; % of control where 0% means no effect; many of its hits are not listed in these tables
# Target sequence (O00255 whole entry, looked up): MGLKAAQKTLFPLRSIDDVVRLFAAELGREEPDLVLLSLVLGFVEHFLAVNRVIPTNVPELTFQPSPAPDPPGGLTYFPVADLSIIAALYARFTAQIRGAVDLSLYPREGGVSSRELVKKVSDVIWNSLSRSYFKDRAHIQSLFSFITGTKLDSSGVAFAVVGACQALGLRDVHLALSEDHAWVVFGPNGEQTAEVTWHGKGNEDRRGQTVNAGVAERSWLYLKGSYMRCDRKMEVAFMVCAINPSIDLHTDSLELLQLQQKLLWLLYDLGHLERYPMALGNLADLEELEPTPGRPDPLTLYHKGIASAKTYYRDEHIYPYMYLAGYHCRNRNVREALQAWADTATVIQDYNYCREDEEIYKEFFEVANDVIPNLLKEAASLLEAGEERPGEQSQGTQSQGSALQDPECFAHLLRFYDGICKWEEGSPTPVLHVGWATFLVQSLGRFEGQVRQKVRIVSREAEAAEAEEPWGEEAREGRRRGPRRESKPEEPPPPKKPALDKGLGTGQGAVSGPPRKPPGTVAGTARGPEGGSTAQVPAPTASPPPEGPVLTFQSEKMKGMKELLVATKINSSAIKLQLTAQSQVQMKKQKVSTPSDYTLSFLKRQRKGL
# Coupling enz – counter-screen for Giardia aldolase inhibitors: coupling enzyme system. coupling enzyme system counterscreen, AmpLite Red fluorescence. activity change, negative = inhibition, % at 58.2 µM, hits read low. 290,000 tested, 0.67% active. AID 2472; in the data active = activity change below about -30%; note: % is set by controls: 0 for no effect and ±100 for the full control effect
#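 Compounds tested against the coupling enzymes alone at 57.5 uM final; readout was AmpLite Red fluorescence (525/598 nm) after 20 min at RT.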
# TRPV1 agonist – activates the human vanilloid receptor TRPV1 | 320,000 tested, 0.19% active | TRPV1-expressing cells, Fluo-8 calcium influx, agonist mode | activation, % at 8.33 µM; in the data active = activation above about 80%; inconclusive = between about 30% and that limit; note: 0% is about no effect
#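 Fluo-8 calcium influx in TRPV1-expressing cells, kinetic read (ex 480/em 520 nm). Compound added and read 3 min for agonist activity, followed by capsaicin at EC20 final and 2 min further read for enhancement.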
# Giardia kill – kills Giardia lamblia. Giardia lamblia trophozoite viability. activity change, % at 7.66 µM, hits read low. 340,000 tested, 0.15% active; in the data active = activity change below about -80%; inconclusive = between about -30% and that limit;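 note: parasites exposed to compound for two days anaerobically before the ATP read; % is set by controls: 0 for no effect and ±100 for the full control effect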
#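 Trophozoite viability was measured as ATP-dependent luminescence, read 15-30 min after reagent addition. Before that, parasites at 100 cells/well were exposed to compounds for 48 h, anaerobically, at 37 deg C.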
# PKM2 activator – activators of human pyruvate kinase M2; P14618; purified PKM2, Kinase-Glo ATP luminescence, activation; response scale: 0% is enzyme alone, no compound; Potency, µM (doses to about 57.5 µM), inactives show at the highest dose activation, hits mostly activators; 260,000 tested, 0.34% active; note: potency is the fitted concentration of half-maximal effect; % is set by controls: 0 for no effect and ±100 for the full control effect; nearly all actives have a fitted effect of over 55% in size
#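 Purified hPK-M2 (>95% pure) converted ADP (0.1 mM final) to ATP with 0.5 mM PEP in 50 mM imidazole pH7.2, KCl, MgCl2, Tween 20, BSA; 1 h at room temperature. ATP detected by Kinase-Glo luminescence.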
# CXXC DNA block – blocks binding of human MLL CXXC domain to DNA; AID 2662; MLL-CXXC / FITC-HOXA9 DNA fluorescence polarization; Potency, µM (highest dose often 115 µM), inactives show top-dose activity change, negative = inhibition, most hits filed as inhibitors; 290,000 tested, 0.037% active; Q03164; active = well fitted inhibition curve with a large enough effect in the polarisation, with a control signal flat, not every such curve was filed as active; inconclusive = small, poorly fitted or top-dose-only effect, or effect the other way, or a change in a side signal; inactive = no such curve, though single readings can be large or run the other way; the % refers to the polarisation; note: potency is the fitted concentration of half-maximal effect
#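 Steps: dispense CXXC domain solution (7 uM) → pin compounds or unlabeled HOX-A9 DNA control → 5 min ambient → add FLSN-HOX-A9 solution (50 nM) → spin → 30 min ambient → fluorescence polarization. Tris pH 7.5/NaCl/DTT/BSA buffer.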
# GALK inh – inhibitors of human galactokinase; P51570; Purified GALK, Kinase-Glo residual ATP luminescence; Potency, µM (highest dose often 57.5 µM), without a hit: top-dose activity change, negative = inhibition, hits mostly inhibitors; 270,000 tested, 0.007% active; note: potency is the fitted concentration of half-maximal effect; % is set by controls: 0 for no effect and ±100 for the full control effect
# Target sequence (P51570 whole entry, looked up): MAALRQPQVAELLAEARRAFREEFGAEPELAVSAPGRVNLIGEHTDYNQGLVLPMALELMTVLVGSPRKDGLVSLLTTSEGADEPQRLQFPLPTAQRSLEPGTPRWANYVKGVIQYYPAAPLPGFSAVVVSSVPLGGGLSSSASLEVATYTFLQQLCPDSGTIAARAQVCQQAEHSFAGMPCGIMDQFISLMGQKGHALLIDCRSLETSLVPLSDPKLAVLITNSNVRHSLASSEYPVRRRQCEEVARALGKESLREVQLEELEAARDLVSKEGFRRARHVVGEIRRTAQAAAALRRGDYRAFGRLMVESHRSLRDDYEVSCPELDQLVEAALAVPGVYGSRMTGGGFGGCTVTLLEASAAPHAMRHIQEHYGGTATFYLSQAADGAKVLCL
#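 Quantitative HTS: GALK 5 nM, ATP 35 uM, galactose 100 uM, 1 h room temperature, then luciferase-based ATP detection.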
# USP2a block – USP2a (human) protease inhibition; Potency, µM (top dose mostly 38.3 µM), for inactives: at the top dose activity change, negative = inhibition, most hits filed as inhibitors; USP2 core, Ub-CHOP2 coupled fluorogenic reporter, 485/531; O75604; 330,000 tested, 0.01% active;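 note: potency is the fitted concentration of half-maximal effect; plate controls were DMSO wells for no effect and full inhibition by NEM control for full effect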
#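 USP2 core (10nM final) preincubated 30min RT with compound in 20mM Tris-HCl pH 8.0, 2mM CaCl2, 2mM beta-mercaptoethanol, 0.05% CHAPS; 25nM Ub-CHOP2 plus 25nM reporter substrate added, fluorescence (Ex485/Em531) read after 60min.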
# Starred values were filed as active, the others as inactive; ? = inconclusive; nt = no result given; [ ] = remark or other dose. Unless noted, calls come from the whole dose curve; as a rule, active = well fitted curve in the direction sought with a large enough effect; inconclusive = small, poorly fitted or top-dose-only effect, or another doubt; inactive = no such curve, though single readings can be large; an effect the other way counts as inactive or inconclusive. Only part of the results is shown; rates above refer to the full screens.
SMILES,hERG WT inh,B2AR arrestin,KCNH2 3.1 inh,Menin-MLL TR inh,Coupling enz,TRPV1 agonist,Giardia kill,PKM2 activator,CXXC DNA block,GALK inh,USP2a block
CCOc1cc(NC(=S)NCC2CCCO2)c(OCC)cc1NC(=O)CC(C)C (stereo not given),5,-0.2%,6,-3%,-2,16,17,4%,3%,5%,-1%
COc1ccccc1C(=O)COC(=O)CSCC(=O)Nc1cc(C)on1,-1,-0.4%,-8,nt,nt,2,-17,nt,nt,nt,0%
COc1cc(CNC2CCCCCCC2)c(Br)cc1OCCO,-4,-0.7%,-24,-19%,-3,-1,-5,1%[11.5 µM],-9%,-4%,1%
O=C(Cc1ccc(Cl)cc1)NCc1nc(-c2ccccc2)no1,nt,-0.3%,nt,7%,1,?,nt,2%,-3%,-3%,1%
Cc1ccsc1C(=O)NN=C1CCCCCC1,-9,-1.0%,12,15%,2,2,-9,-7%,5%,-2%,0%
CC12CCC(C(=O)Nc3nc4ccccc4s3)(OC1=O)C2(C)C (stereo not given),1,-0.9%,17,-25%,0,3,-11,1%,3%,10%,1%
CCN(Cc1ccccc1)S(=O)(=O)c1ccc(C(=O)N(CCCN(C)C)c2nc3c(F)cccc3s2)cc1,21,0.9%,-1,?,-1,3,-3,-3%,1%,-3%,0%
CCC(C)NCC(=O)Nc1ccc([N+](=O)[O-])cc1C(=O)Nc1ccccc1F (stereo not given),-5,0.1%,5,-3%,0,1,-2,4%,-2%,1%,0%
CCOc1ccccc1/C=N/NC(=O)C[n+]1ccccc1,2,-0.4%,15,nt,nt,1,30[activator],nt,nt,nt,0%
O=C(COC(=O)COc1ccccc1[N+](=O)[O-])Nc1ccc2c(c1)OCO2,-4,-0.7%,-14,nt,nt,nt,9,nt,nt,nt,-1%
COCC(C)n1c(C)cc(C(=O)CSc2ccc(NC(C)=O)cc2)c1C (stereo not given),2,0.0%,-24,nt,1,0,2,4%,-3%,-2%,-1%
COC(=O)c1c(NC(C)=O)sc(C(=O)Nc2ccccc2C)c1C,-1,-0.4%,-19,2%,2,0,-20,-14%,-4%,-1%,4%
O=C(NCCc1ccccc1)C1CCC(=O)N(Cc2ccc(Cl)cc2)C1 (stereo not given),-2,0.4%,17,nt,nt,4,-4,-7%,8%,-3%,3%
Cc1ccccc1NC(=O)/C(=C/c1ccco1)c1ccccc1,-10,-0.5%,0,-4%,0,-4,-9,-1%,-12%,4%,-3%
CC(C)(C)OC(=O)N1CCC(Cc2cc(-c3ccccc3)no2)(C(=O)O)CC1,4,0.4%,13,-4%,8,-1,?,0%,-1%,nt,0%
Cc1ccccc1C(=O)Nc1cccc(C(=O)Nc2ccccc2C(=O)O)c1,2,0.4%,22,?,8,-1,-4,0%[11.5 µM],?,-2%,0%
O=C(NC(=O)N1CCSCC1)c1c(Cl)cccc1Cl,-6,-1.8%,-4,nt,0,5,7,-9%,4%,9%,0%
O=C(Nc1cc(C(F)(F)F)ccc1N1CCCCC1)c1cccc([N+](=O)[O-])c1,-3,-0.1%,-17,29%,-7,7,-18,-1%,-16%,3%,3%
CSCCC(=O)N1CCCC(CNC(=O)c2ccc(-c3ccccc3)cc2)C1 (stereo not given),nt,-0.8%,-7,14%,6,-1,-5,-3%,9%,4%,-1%
O=C(c1cccs1)N1CCC(c2nc(-c3ccc(S(=O)(=O)N4CCOCC4)cc3)no2)CC1,0,-0.2%,1,-2%,3,-1,-3,-5%,-2%,10%,1%
Cc1cccc(OCC(=O)Nc2ccccc2F)c1,1,-0.8%,-6,-1%,0,15,-2,1%,-9%,3%,1%
O=C(Nc1ccccc1)c1ccc(NCc2ccco2)c(S(=O)(=O)N2CCOCC2)c1,-1,0.1%,-7,16%,-1,?,4,-3%,-9%,0%,-7%
Cc1ccc(CNC(=O)CSc2nc3ccsc3c(=O)n2Cc2ccc(C(=O)O)cc2)cc1,-9,0.4%,8,-12%,-1,2,4,-6%,12%,-1%,0%
CON(C)S(=O)(=O)c1cccc(C(=O)NC2CCSc3ccccc32)c1 (stereo not given),-10,0.1%,4,-7%,-3,3,-5,-3%,-1%,0%,2%
Cc1cc(C)cc(OCC(=O)NN2C(=O)c3ccccc3C2=O)c1,11,2.2%,0,2%,1,0,-2,3%,4%,nt,-1%
# Later entries
SMILES,hERG WT inh,B2AR arrestin,KCNH2 3.1 inh,Menin-MLL TR inh,Coupling enz,TRPV1 agonist,Giardia kill,PKM2 activator,CXXC DNA block,GALK inh,USP2a block
COc1cc(S(=O)(=O)NC(Cc2c[nH]c3ccccc23)C(=O)O)ccc1NC(C)=O (stereo not given),13,-0.1%,4,nt,2,0,-9,nt,2%,3%,1%
COc1ccc(Cn2c(=O)cc(C)[nH]c2=S)cc1,-4,-0.9%,1,16%,3,0,-9,0%,-1%,-1%,4%
O=C(CCCN1C(=O)/C(=C/c2cccc(Br)c2)SC1=S)N1CCOCC1,2,-0.3%,3,4%,1,5,-15,nt,-6%,-2%,1%
O=C(NCc1ccccc1)/C(NC(=O)c1ccccc1)=C(/Sc1ccccn1)c1ccccc1,0,-1.0%,11,2%,-1,2,4,5%,0%,-1%,4%
O=C(O)CSc1ncnc2scc(-c3ccccc3)c12,-2,-0.2%,17,nt,16,-3,4,1%,0%,-1%,13%
CCOc1ccccc1-c1c2cc(O)c(=O)cc-2oc2cc(O)c(O)cc12,-14,0.0%,0,?,-62*,?,-10,-5%,?,3%,20%
CN(CCC#N)C(=O)COC(=O)c1ccc(Cl)cc1O,11,0.0%,-18,-3%,-2,-1,-12,6%,4%,-1%,4%
CN(CC(=O)Nc1cccc(F)c1)C(=O)CN1C(=O)NC2(CCCC2)C1=O,8,0.3%,18,nt,nt,2,7,nt,nt,nt,1%
CC(Sc1nnc(C2CC2)n1N)C(=O)NC1CCCCC1C (stereo not given),6,-0.7%,-13,nt,nt,0,-14,12%,4%,-5%,2%
O=C(c1ccc2[nH]c(=O)c(=O)[nH]c2c1)N1CCc2ccccc21,3,-1.0%,-5,nt,nt,-1,3,nt,-8%,7%,-1%
O=C(O)c1ccccc1/C=N/Nc1ccc(S(=O)(=O)N2CCCC2)cc1[N+](=O)[O-],6,-0.9%,7,nt,6,nt,-3,0%,-5%,-4%,0%
CCOC(=O)CC1(NC(=O)C2CCC(=O)N(C3CC3)C2)CCCCC1 (stereo not given),-6,0.4%,27,nt,nt,-4,-1,nt,4%,1%,7%
O=C(c1ccccc1Cc1ccccc1)N1CCN(S(=O)(=O)c2ccccc2[N+](=O)[O-])CC1,-4,-0.1%,0,nt,nt,5,0,nt,nt,nt,4%
CC(C)N(CCn1c(SCC(=O)Nc2cccnc2Cl)nc2ccccc2c1=O)C(C)C,7,-1.1%,-1,nt,nt,14,9,nt,nt,nt,-1%
O=C(O)/C(=C\c1cn(-c2ccccc2)nc1-c1cccnc1)NC(=O)c1ccccc1,7,-1.0%,10,nt,0,2,-10,2%,-1%,0%,-3%
O=C1CCc2cc(NS(=O)(=O)c3cc(F)ccc3F)cc3c2N1CC3,-9,-0.4%,21,nt,nt,-2,3,nt,nt,nt,1%
CNS(=O)(=O)c1ccc(NC(=O)c2cnn3c(C(F)F)cc(-c4ccccc4)nc23)cc1,-6,0.4%,6,-5%,4,0,0,0%,-1%,5%,0%
Cc1cc(C)cc(NC(=O)C2CCCN(c3ncccn3)C2)c1 (stereo not given),3,-0.4%,12,nt,-2,11,-2,nt,5%,-1%,3%
COc1ccc(Cn2nnnc2C(CC(C)C)N2CCC(C(N)=O)CC2)cc1 (stereo not given),-2,0.4%,-6,-18%,-1,-4,-3,-10%,-6%,0%,1%
Cc1nc2ccccc2n1CC(=O)NC1CCCCCC1,0,0.0%,-6,nt,4,3,-7,0%,-4%,-2%,1%
COC(=O)[C@@]12CCCN1[C@H](c1ccc(-c3ccc(OC)cc3)cc1)[C@@H]1C(=O)N(C)C(=O)[C@@H]12,-10,0.4%,-11,nt,nt,-8,16,nt,nt,nt,2%
COc1ccc(NCc2ccccc2[N+](=O)[O-])cc1OC,2,0.0%,-9,-13%,-40*,-2,9,4%,20%,1%,-2%
CC1CCCN(S(=O)(=O)c2ccc(S(=O)(=O)N3CCC4(CC3)OCCO4)cc2)C1 (stereo not given),-7,-0.8%,-9,-4%,-1,23,2,-2%,23%,nt,1%
C=C(C)c1cccc(C(C)(C)NC(=O)NCC2COCCO2)c1 (stereo not given),-14,7.2%,-6,-21%,-19,-4,-16,-4%,2%,2%,-1%
CCOC(=O)c1c(CSC(=N)N)n(-c2ccccc2)c2cc(Br)c(OC(C)=O)cc12,-3,0.0%,?,nt,-2,-1,-17,2%,17%,2%,5%
